# EP2 modulator – modulates human prostaglandin E2 receptor EP2 signaling | P43116 | EP2-expressing cells, cAMP HTRF FRET, PGE2 co-stimulation | induction, % at 25 µM | 260,000 tested, 0.83% active | AID 940;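 active = compounds whose cAMP rise, as percent of the full-agonist control response, exceeds 60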;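 note: rat C6 glioma line stably carrying human EP2 under a CMV promoter; the protocol text gives 20 µM as final concentration; 100% = response of wells given 1 µM PGE2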
# Target sequence (P43116 whole entry, looked up): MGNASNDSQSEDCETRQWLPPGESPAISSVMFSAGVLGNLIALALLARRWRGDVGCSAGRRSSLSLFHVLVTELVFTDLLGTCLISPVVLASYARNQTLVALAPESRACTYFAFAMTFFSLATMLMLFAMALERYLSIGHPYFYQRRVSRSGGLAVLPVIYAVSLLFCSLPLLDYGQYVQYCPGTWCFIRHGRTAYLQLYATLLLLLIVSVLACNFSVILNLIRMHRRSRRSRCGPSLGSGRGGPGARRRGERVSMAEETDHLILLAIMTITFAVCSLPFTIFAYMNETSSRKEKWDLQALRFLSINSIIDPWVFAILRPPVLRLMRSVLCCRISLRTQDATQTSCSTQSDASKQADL
# The depositor's hits bear a star.
EP2 modulator,Molecule
13,Cc1ccn(C(=O)COc2ccc(Cl)cc2)n1
2,CCN1CCCC1CN(Cc1ccccn1)Cc1cccc(OC)c1O (stereo not drawn)
-7,NNC(=O)c1c(NC(=O)c2ccccc2)sc2c1CCCCC2
8,CCCn1c(=O)c(C(N)=O)c(O)c2ccccc21
-34,COc1ccc2nc3cc(Cl)ccc3c(Nc3ccc(O)c(CN4CCN(C)CC4)c3)c2c1
35,CC(NC(=O)CN1N=C(C(C)(C)C)Cn2c(cc3ccccc32)C1=O)c1ccccn1 (stereo not drawn)
-32,Cc1c(C(=O)N2CCC3(CC2)NC(=O)c2ccccc2O3)[nH]c2ccc(F)cc12
-19,CN1c2ncccc2C(=O)NC12CCN(C(=O)CCN1C(=O)C3CCCCC3C1=O)CC2 (stereo not drawn)
32,NC(=O)NOC[C@@H]1NC(=O)NC1=O
40,CCc1cc2ccc(C)cc2nc1SCC(=O)NNC(=O)c1ccccc1
10,COc1ccccc1NC(=O)NC1CCS(=O)(=O)C1 (stereo not drawn)
-42,Cc1cc2cc(C(=O)NCCCN3Cc4ccccc4C3)ccc2o1
14,CC(C)c1ccc(N(CC(=O)NC2CCCC2)C(=O)CCC(=O)Nc2nccs2)cc1
17,O=C(O)[C@@H]1[C@H](C(=O)NCc2ccccn2)[C@@H]2C=C[C@H]1O2
18,Cc1noc(C)c1C(=O)NCCN1CCC(O)(c2cccc(F)c2)CC1
-21,Cc1cc(C)cc(OCC(=O)N2CCOCC2)c1
-23,COc1ccc(-c2nnc(SCc3nnc(-c4ccccc4)o3)o2)cc1OC
-116,CCN1C(=O)c2cccc3c(S(=O)(=O)Nc4ccccc4O)ccc1c23
-1,CCNC(=S)N(Cc1cc2cc(OCC)ccc2[nH]c1=O)C1CCCCC1
-3,CC(C)Cn1cnc2c(SCc3ccc(Cl)cc3Cl)nc(N)nc21

# Reprinted from the part before: two entries; new compounds follow.
EP2 modulator,Molecule
-1,CCNC(=S)N(Cc1cc2cc(OCC)ccc2[nH]c1=O)C1CCCCC1
-3,CC(C)Cn1cnc2c(SCc3ccc(Cl)cc3Cl)nc(N)nc21
-1,CCc1ccccc1NC(=O)CCN1C(=O)/C(=C/c2cc(OC)c(OC)c(OC)c2)SC1=S
-79,C[C@H]1CN(C(=O)c2cc(-c3ccc(F)cc3)n[nH]2)[C@@H](C)CN1Cc1ccco1
-23,CCC(c1nnnn1CCOC)N(CCCO)Cc1cc2cc(C)c(C)cc2[nH]c1=O (stereo not drawn)
-54,CC1(C)Oc2ccc(S(=O)(=O)N3CCN(C(=O)c4ccco4)CC3)cc2NC1=O
-9,CCCn1c(SCC(=O)Nc2c(C)cccc2C)nnc1-c1ccncc1
-4,O=C(O)c1c2c(c(O)c3c1CN(C1CCCCC1)CO3)OCN(C1CCCCC1)C2
-20,CCCn1ncc(C(=O)N[C@H](C)Cn2nnc3ccccc32)c1C
-21,CC(C)OC(=O)CSc1nnc(-c2cccnc2)n1Cc1ccco1
-17,CCc1nn(CC(N)=O)c(=O)c2cc3occc3n12
16,CC[C@H](Cn1nc(-c2ccoc2C)oc1=O)NC(=O)C1CC1
-28,Cc1cccc(C)c1NC(=O)C1CCN(C(=O)c2cccs2)CC1
11,CCN(Cc1cc2cc(C)ccc2[nH]c1=O)C(=O)c1cc(OC)cc(OC)c1
16,O=C(Nc1ccc2c(c1)OCO2)c1cc(-c2ccc(Cl)cc2Cl)on1
44,Cc1cc(C)c(-n2cccn2)c(CN(CCCn2ccnc2)Cc2ccccc2F)c1
-15,Cc1ccc(CN(Cc2nccn2C)C2CC(C)(C)NC(C)(C)C2)o1
-11,CCOc1ccccc1-n1c(SCC(=O)N2CCCC2)nnc1-c1cccnc1
26,CCCC(c1nnnn1C(C)(C)C)N(Cc1ccc(F)cc1)Cc1cc2ccc(C)cc2[nH]c1=O (stereo not drawn)
30,CCOc1ccc2[nH]c(=O)c(CN(Cc3cccs3)C(=O)Nc3ccccc3)cc2c1
-8,CCn1c(CSc2nc(C)cc(C)n2)nnc1SC(C)C(=O)Nc1ccccc1C (stereo not drawn)
0,Cc1ccc2cc(CN(Cc3cccs3)S(=O)(=O)c3ccc(F)cc3)c(=O)[nH]c2c1C

# Looked up one by one from the entries so far:
EP2 modulator,Molecule
2,CCN1CCCC1CN(Cc1ccccn1)Cc1cccc(OC)c1O (stereo not drawn)
30,CCOc1ccc2[nH]c(=O)c(CN(Cc3cccs3)C(=O)Nc3ccccc3)cc2c1
26,CCCC(c1nnnn1C(C)(C)C)N(Cc1ccc(F)cc1)Cc1cc2ccc(C)cc2[nH]c1=O (stereo not drawn)
-79,C[C@H]1CN(C(=O)c2cc(-c3ccc(F)cc3)n[nH]2)[C@@H](C)CN1Cc1ccco1
-19,CN1c2ncccc2C(=O)NC12CCN(C(=O)CCN1C(=O)C3CCCCC3C1=O)CC2 (stereo not drawn)

# (list continues)
EP2 modulator,Molecule
-21,O=C(Cn1nc2c3ccccc3nc(C3CC3)n2c1=O)NC(c1ccccc1)c1ccccc1
-22,CC1(C)Oc2ccc(C(=O)Nc3ccc(F)c(Cl)c3)cc2N(CC(=O)N2CCOCC2)C1=O
8,Cc1cccc2cc(CN(Cc3ccco3)C(c3nnnn3CC3CCCO3)C(C)C)c(=O)[nH]c12 (stereo not drawn)
38,CCc1nnc(NC(=O)C(=O)NCCO)s1
14,CC(C)Oc1ccc2c(=O)cc(-c3ccccc3)oc2c1
2,CCCC(=O)NC(c1ccccc1Cl)c1cc(Cl)c2cccnc2c1O (stereo not drawn)
-21,CC1CC(C)CN(CCC(=O)Nc2ccccc2)C1 (stereo not drawn)
-16,O=C(CN1C(=O)[C@H]2CCCN2C(=O)c2ccccc21)NCCc1ccccc1
-18,Cc1ccnn1CCC(=O)N[C@H](Cn1nnc2ccccc21)C(C)C
-16,NC(=O)C1CCN(C(=O)CCCSc2nc(-c3ccco3)cc(C(F)(F)F)n2)CC1
21,COc1ccc(C2(NC(=O)c3cnn4c(C(F)F)nc(C)nc34)CCCCC2)cc1
-3,O=C(NCc1cccs1)C1CC(c2c(F)cccc2Cl)=NO1 (stereo not drawn)
-79,O=C(c1c[nH]c2ccccc12)C1CCCCC1
2,COc1ccc(C2(C(=O)NC(C)c3nc(-c4cccnc4)n[nH]3)CCCCC2)cc1 (stereo not drawn)
-86,O=C(CN1CCC(c2ccncc2)CC1)Nc1ccc2c(c1)OCO2
-34,CCC(=O)N(Cc1ccc(F)cc1)Cc1cc2ccc(C)c(C)c2n2nnnc12
-8,CC(C)[C@@H](Cn1nc(C2CC2)ccc1=O)NC(=O)C1(c2ccccc2)CCCCC1
25,O=C(O)CCCn1c(=O)oc2ccccc21
13,COc1ccc(NC(=O)C2CCN(c3ncccn3)CC2)cc1
-3,COc1cccc(NC(=O)CSc2nnc3c4c(C)c(C)sc4ncn23)c1
-5,CC(=O)NNC(=O)CSc1ncnc2sc3c(c12)CCCC3
-43,OC(CN1CCN(c2ncccn2)CC1)c1ccc(F)cc1 (stereo not drawn)
2,N#Cc1ccc(N2CCOCC2)cc1C#N
-6,Cc1cc2oc(C(=O)NCc3nc(-c4ccccc4)no3)cc(=O)c2cc1C
-8,Cc1cc(C)c(C#N)c(SCCC2OCCO2)n1
-41,CC(O)CNc1ncnc2scc(-c3ccccc3)c12 (stereo not drawn)
17,COc1ccc2[nH]c(=O)c(C(c3nnnn3CC3CCCO3)N3CCOCC3)cc2c1 (stereo not drawn)
18,CCn1c2ccccc2n2c(=O)c(=O)n(CC(=O)N3CCc4ccccc43)nc12
19,COC(=O)c1c(NC(=O)C2CCCCC2)sc(C(=O)Nc2ccccc2OC)c1C
-63,Cc1cc(CNS(=O)(=O)N2CCCC2)c2[nH]c(C)c(C)c2c1
22,Cc1ccc(C(=O)CSc2nc3ccccc3o2)cc1C
-70,COc1ccc(Cn2nnnc2C(c2cc3c(C)cc(C)cc3[nH]c2=O)N2CCCCC2)cc1 (stereo not drawn)
-1,COCCNC(=O)COC(=O)c1cccs1
37,CCC(C)(C)n1nnnc1C(c1cccc(OC)c1OC)N1CCN(c2ccc(OC)cc2)CC1 (stereo not drawn)
-4,CCn1c2ccccc2n2c(=O)n(CC(=O)Nc3ccc4c(c3)OCO4)nc12
-61,COc1ccc(CNc2c(-c3ccc(OC)c(CO)c3)nc3cnccn23)cc1
6,CCc1ccc2[nH]c(=O)c(CN(Cc3cccs3)Cc3nnnn3Cc3ccco3)cc2c1
-16,COC(=O)c1ccc(NC(=O)C2CCN(C(=O)c3cc(OC)cc(OC)c3)CC2)cc1
-2,c1cc(N2CCOCC2)ccc1CN1CCn2cnnc2C1
-52,Cc1nc2c(c(=O)[nH]1)CCN(Cc1[nH]c3ccc(F)cc3c1C)C2
-10,Cc1nn(CC(=O)NCCc2ccc(F)cc2)c(=O)c2cc3sccc3n12
-23,COc1ccc2[nH]c(=O)c(C(c3nnnn3CC3CCCO3)N(C)C3CCCCC3)cc2c1 (stereo not drawn)
-66,O=C(C1CCN(S(=O)(=O)c2ccc(-n3cnnn3)cc2)CC1)N1CCC(Cc2ccccc2)CC1
4,COc1ccc(-c2nnc(SCC(=O)OC3CCCCC3)n2C)cc1
19,Cc1ccc(S(=O)(=O)N2CCC(C(=O)O)(c3ccccc3)CC2)cc1
5,CCOCCCNC(=O)Cn1ncc2cccn2c1=O
-22,COc1ccc(OC)c(NC(=O)Cn2nc(-c3ccco3)cc(N)c2=O)c1
-26,O=C(Cc1ccccc1)Nc1nc2ccc(F)cc2s1
-16,CCn1c2cc(C)sc2c2cnn(CC(=O)NC3CCCCC3)c(=O)c21
-19,CCN1CCN(C(c2cc3cc4c(cc3[nH]c2=O)OCO4)c2nnnn2C(C)(C)C)CC1 (stereo not drawn)
-18,CCOc1ccccc1Nc1c2c(nc3nnnn13)CCCC2
2,Cc1nn(Cc2ccccc2)c(C)c1CCC(=O)N1CCn2c(nnc2C2CC2)C1
1,Cn1c(=O)c2c(ncn2CC(=O)N2C3CCC2CC(c2ccc(F)cc2)C3)n(C)c1=O (stereo not drawn)
-44,C=CCN(C(=O)c1csnn1)C(C(=O)NCc1ccccc1)c1cccs1 (stereo not drawn)
-11,C=CCn1c2cc(C)sc2c2cnn(CC(=O)NCCc3ccc(OC)cc3)c(=O)c21
-6,Cc1cc(C)c2cc(CN(CC3CCCO3)C(=S)NCCCN(C)C)c(=O)[nH]c2c1 (stereo not drawn)
-43,C[C@@H](Cn1nnc2ccccc21)NC(=O)CCc1nc2ccccc2s1
18,O=C(Nc1ccc(F)cc1F)C1CCN(c2cnccn2)CC1
-42,COc1ccc(N(CC(=O)NC2CCCC2)C(=O)c2ccc(C)s2)c(OC)c1
-25,CC(=O)N1CCCC(c2nc(C)ncc2-c2cc(C)no2)C1 (stereo not drawn)

# Next structures follow.
EP2 modulator,Molecule
-10,CC(C)N(C(=O)Cn1nc(-c2cccnc2)oc1=O)C(C)C
-8,COC(=O)CN1C(=O)C(O)=C(C(C)=O)C1c1ccc(C)cc1 (stereo not drawn)
14,COc1cc2sc(NC(=O)c3cc(OC)c(OC)c(OC)c3)nc2cc1Cl
-8,Nc1nnc(CCOCCc2nnc(N)s2)s1
1,COc1ccc2[nH]c(=O)c(CN(Cc3ccc(C)cc3)C(=O)NC3CCCCC3)cc2c1
-30,Cc1cccc(C2(O)CCN(CC(O)c3ccc(NC(=O)C4CC4)cc3)CC2)c1 (stereo not drawn)
30,CCC(C)c1ccc(OCC(=O)Nc2c[nH]c(=O)[nH]c2=O)cc1 (stereo not drawn)
-21,COc1ccc(N2CCN(CC(O)c3ccc4c(c3)CC(C)O4)CC2)cc1 (stereo not drawn)
-94,COc1cc(NC(=S)NC(=O)c2cccc(C)c2)ccc1NC(=O)c1ccco1
-45,O=C(Cc1ccc2c(c1)CCC2)NCCN1CCC(O)(c2ccc(F)cc2)CC1
-75,CCn1cc(S(=O)(=O)N(C)Cc2ccc3ncccc3c2)c(C)n1
-13,CC(CNC(=O)C1CCN(c2nc3ccccc3n2C)CC1)c1ccccc1 (stereo not drawn)
-12,CCc1c(C)c2ccc(OCC(=O)Nc3ccc(OC)cc3)cc2oc1=O
-46,CC(C)(C)NC(=O)C1CC(c2ccc(Cl)cc2)=NO1 (stereo not drawn)
-39,CCn1c2cc(C)sc2c2cnn(CCC(N)=O)c(=O)c21
12,CC1Cc2ccccc2N1C(=O)CSc1nc(-c2cccs2)cc(C(F)(F)F)n1 (stereo not drawn)
-73,CN(C)CCOc1nc2c(c(=O)n(C)c(=O)n2C)n1Cc1cccc2ccccc12
-2,CCOC(=O)C1=C(C)OC(N)=C(C#N)C1c1ccc(-c2ccc(Cl)c(Cl)c2)o1 (stereo not drawn)
-73,CC1CN(CC(=O)Nc2nc3cc(Cl)ccc3s2)CC(C)O1 (stereo not drawn)
-9,COc1cc2[nH]c(=O)c(C(=O)NC(C)C)c(O)c2cc1OC
-17,Cc1ccc(N(CC(=O)Nc2cccnc2)S(C)(=O)=O)cc1
19,COc1ccccc1C1(NC(=O)Cc2nc(C)sc2-c2ccccc2)CCCC1
13,c1ccc(CN2COc3c(ccc4c5c(ccc34)CN(Cc3ccccc3)CO5)C2)cc1

# Some of the entries so far, with each value named:
CCn1c2cc(C)sc2c2cnn(CCC(N)=O)c(=O)c21
  EP2 modulator: -39

COc1ccc2[nH]c(=O)c(CN(Cc3ccc(C)cc3)C(=O)NC3CCCCC3)cc2c1
  EP2 modulator: 1

# An excerpt from above in order of the EP2 modulator value, descending.
EP2 modulator,Molecule
13,c1ccc(CN2COc3c(ccc4c5c(ccc34)CN(Cc3ccccc3)CO5)C2)cc1
12,CC1Cc2ccccc2N1C(=O)CSc1nc(-c2cccs2)cc(C(F)(F)F)n1 (stereo not drawn)
-8,COC(=O)CN1C(=O)C(O)=C(C(C)=O)C1c1ccc(C)cc1 (stereo not drawn)
-9,COc1cc2[nH]c(=O)c(C(=O)NC(C)C)c(O)c2cc1OC
-10,CC(C)N(C(=O)Cn1nc(-c2cccnc2)oc1=O)C(C)C
-94,COc1cc(NC(=S)NC(=O)c2cccc(C)c2)ccc1NC(=O)c1ccco1

# Not all compounds are listed (hit frequency here may not be typical).
